ER stress rescue: rescue of cells from ER stress-induced death, primary screen, 384-well, CSM14.1, thapsigargin, ATP luminescence (AID 1222); CSM14.1 thapsigargin-induced death rescue, ATP luminescence; higher % means a stronger effect; cellular ATP content (survival), % at 20 µM; hits with a dose series show EC50 in µM; 190,000 tested, under 10 active;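 active means EC50 below 50 µM in the dose-response confirmation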;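 further: death triggered by thapsigargin at about 15 µM added after 2 h compound pretreatment; cell ATP read after overnight thapsigargin exposure of roughly 18 to 22 hours; normalized against plate controls of thapsigargin alone and 5% DMSO vehicle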
SV40 large T antigen: SV40 large T antigen inhibitors, biochemical (AID 1903) | 310,000 compounds, 0.39% hits | SV40 large T antigen ATPase/helicase inhibition assay; higher % means a stronger effect | inhibition, % at 20 µM, or IC50 in µM where a hit was titrated; in the data active means a potency from the dose series; inconclusive means inhibition mostly from about 32% at the one dose, without a potency; inactive means the rest, 99 in 100 with inhibition below about 32%; further: strong numbers were not always called active
PhoP inhibition: PhoP-dependent GFP reporter repression – Salmonella Typhimurium, primary screen (AID 1863); S. Typhimurium PhoP-regulated promoter GFP reporter, 4 h; higher % means a stronger effect; 300,000 compounds, 0.16% hits; inhibition, % at 50 µM, or IC50 in µM where a hit was titrated;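 active means inhibition over 29.93%, a cutoff 3 SD above the screen mean, later confirmed by dose response; inconclusive means inhibition over 29.93% but no dose response follow-up; inactive means inhibition at most 29.93% or unconfirmed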;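 further: 0% = low Mg2+ inducing control and 100% = high Mg2+ repressing control; strong numbers were not always called active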
RSV CPE inhibition: inhibition of RSV-induced cytopathic effect – HEp-2 cells, primary 10 µM value included (AID 2391); HEp-2 cells, RSV-induced CPE inhibition; higher % means a stronger effect; CPE inhibition, % at 10 µM; hits with a dose series show IC50 in µM; 310,000 compounds, 0.13% hits; in the data active means a potency from the dose series; inconclusive means CPE inhibition mostly from about 23% at the one dose, without a potency; inactive means the rest, 99 in 100 with CPE inhibition below about 21%; further: strong numbers were not always called active
human PMI inhibitors: human PMI inhibitors, high substrate, primary screen, biochemical, fluorescence intensity, high mannose 6-phosphate (AID 1220); recombinant PMI enzyme, coupled fluorescence intensity; higher % means a stronger effect; inhibition, % at 20 µM; hits with a dose series show IC50 in µM; 190,000 compounds, 0.66% hits
West Nile virus CPE: West Nile virus antiviral activity, cell-based, CPE readout (AID 1621); West Nile virus-infected cells, CPE inhibition; higher % means a stronger effect; CPE inhibition, % at 10 µM, or IC50 in µM where a hit was titrated; 290,000 compounds, 0.02% hits; in the data active means a potency from the dose series; inconclusive means CPE inhibition mostly from about 3.7% at the one dose, without a potency; inactive means the rest, 99 in 100 with CPE inhibition below about 2.2%; further: strong numbers were not always called active
TNAP activators: human TNAP enzyme activators, primary screen, biochemical, luminescent, no phosphate acceptor, uHTS (AID 1001). purified TNAP, luminescent activation assay, no phosphate acceptor; higher activation fold means a stronger effect. activation fold at 20 µM, or EC50 in µM where a hit was titrated. 200,000 compounds, 0.03% hits; in the data active means activation fold from about 3, or a potency from the dose series; inactive means the rest, 99 in 100 with activation fold below about 1.6; further: many of its hits are not listed in these tables
human PMI inhibition: inhibitors of human PMI, primary screen, biochemical, fluorescence intensity, coupled assay (AID 1209); purified PMI enzyme, coupled fluorescence intensity; higher % means a stronger effect; inhibition, % at 20 µM; hits with a dose series show IC50 in µM; 190,000 compounds, 0.42% hits;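 further: plate controls were DMSO vehicle for no effect and wells lacking substrate for full effect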
Insulin prom up: MIN6 insulin promoter up-regulation. z-score at 5 µM. 190,000 compounds, 0.3% hits. MIN6 insulin promoter-GFP reporter, high-content imaging; stronger effect = higher value;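 active means z-score above 3 at 5 µM with at least 500 cells counted in the well; inconclusive means wells under 500 cells, flagged as cytotoxic or low count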
Insulin prom up cell count: recorded beside Insulin prom up, whose call it bears; cell count; measured here: cytotoxicity, nuclei count;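 total cells summed across four imaged fields per well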
An asterisk follows results filed as active; ? = inconclusive; / = not tested or not shown. Unless noted, no stated cut-off is given here; in the data, active means inhibition above about 50%; inactive means the rest.

structure	ER stress rescue	SV40 large T antigen	PhoP inhibition	RSV CPE inhibition	human PMI inhibitors	West Nile virus CPE	TNAP activators	human PMI inhibition	Insulin prom up	Insulin prom up cell count
CC1CC(=O)N(c2ccc(NCc3ccccc3Cl)c([N+](=O)[O-])c2)C1=O (stereo not given)	4.8%	6%	-8%	0.6%	12%	1.9%	0.9	13%	0.63	1380
O=C(c1cnn2c(C(F)F)cc(-c3ccccc3)nc12)N1CCc2ccccc21	3.2%	-1%	4%	0.8%	1%	-0.6%	1.1	-2%	-0.02	1535
CCC(C)(NC(=O)c1ccc(=O)[nH]c1)C(=O)NC1CCCC1 (stereo not given)	/	18%	4%	1.2%	18%	0.2%	1.1	18%	-0.6	2000
CCOC(=O)N1CCN(C(=O)CN(Cc2ccccc2)S(=O)(=O)c2ccc(OC)c(Cl)c2)CC1	6.0%	4%	5%	-0.7%	10%	-0.8%	1.1	13%	-0.04	924
Cc1ccc(C)n1-c1nn(S(=O)(=O)c2cccc(C(F)(F)F)c2)c2cccc(F)c12	/	7%	2%	?	/	-0.4%	/	/	0.74	953
CCOc1cc(CNCCc2ccc(S(N)(=O)=O)cc2)ccc1OCc1ccccc1	-2.3%	2%	11%	-1.4%	6%	2.4%	1	0%	-2.2	576
CC(=O)Nc1ccc(S(=O)(=O)NCCC(=O)OCCN2C(=O)c3ccccc3C2=O)cc1	-0.1%	10%	-9%	0.6%	2%	0.8%	1.1	-4%	-0.41	1300
O=C(Nc1ccc(NC(=O)c2cccs2)cc1)c1ccccc1	/	24%	-4%	1.2%	/	0.2%	/	/	/	/
COc1ccc(C(=O)NCc2nnc(SCCOc3ccccc3)n2C)cc1	-0.5%	6%	-4%	0.9%	5%	-0.3%	1.1	2%	0.24	1600
Cc1cccc(C)c1NC1=C(Cl)C(=O)OC1OC(C)C (stereo not given)	-0.3%	5%	-4%	0.3%	8%	-0.5%	1	6%	0.42	1442
COc1cccc(-c2c(C#N)c(N)nc3c2c(=O)nc2sccn23)c1	0.4%	7%	-2%	0.1%	4%	0.3%	1.2	1%	0.02	1418
CC(=O)c1ccc(N2CCN(S(=O)(=O)c3cc4c(cc3C)NC(=O)CO4)CC2)cc1	/	5%	-7%	1.1%	/	-0.1%	/	/	/	/
CCc1ccc(NC(=O)c2c(Cl)nc(C)c(Cl)c2C)cc1	-1.3%	4%	-12%	4.5%	7%	-0.9%	1.1	8%	/	/
Fc1ccccc1-n1cn[nH]c1=S	-1.2%	7%	-2%	1.0%	6%	-0.4%	1	2%	0.92	1649
CCCn1c(=O)c(C(=O)NCc2ccccc2)c(O)c2ccccc21	/	8%	-5%	-1.4%	/	-1.3%	/	/	/	/
CC(=O)N1CCN(c2ccc(NC(=O)c3ccccc3C)cc2)CC1	/	9%	5%	-2.7%	/	-0.2%	/	/	/	/
CN(C)C(=C(C#N)C#N)N1CCN(c2ccc(Cl)cc2)CC1	0.3%	9%	-2%	0.3%	-1%	-0.2%	1.1	0%	0.65	1371
Cn1cccc1Cc1nnc(SCC(=O)Nc2nccs2)n1C	/	7%	-7%	1.1%	/	0.2%	/	/	/	/
CCOC(=O)/C(C#N)=C1/C=CNC(=O)N1	-1.3%	0%	0%	0.1%	2%	1.0%	1.1	2%	0.22	985
CC(C)CNS(=O)(=O)c1ccc(OCC(=O)NCc2ccco2)cc1	0.1%	2%	-2%	0.6%	11%	0.1%	1.1	10%	0.82	1243
N#Cc1c(SCc2cccc(Cl)c2)sc(C(=O)c2ccccc2)c1N	-0.4%	8%	3%	22%	-4%	0.2%	1.2	9%	-0.7	982
CCOC(=O)c1sc(NC(=O)c2cccnc2)nc1C	-0.2%	5%	11%	0.6%	-3%	0.1%	1.2	-4%	-0.27	1051
CCCCOC(=O)CSC(=S)N(C)Cc1cccs1	-1.3%	8%	-20%	-0.3%	-4%	0.0%	0.9	8%	0.16	1357
COc1ccccc1NC(=O)COC(=O)/C=C/c1ccccc1[N+](=O)[O-]	0.0%	0%	-5%	4.3%	6%	0.2%	1.1	15%	/	/
Cc1c(O)ccc(/C(Cc2ccc3ccccc3n2)=N\O)c1O	1.4%	13%	-6%	15%	-4%	-1.0%	1.1	4%	-0.32	1398
O=C(CSc1nc(Cc2ccccc2)nc2ccccc12)Nc1ccc2c(c1)OCCO2	0.9%	9%	-11%	-0.6%	17%	0.5%	1.2	15%	0.96	1323
CC(C)Oc1ccc(/C=N/NC(=O)C(CSCc2ccccc2)NC(=O)c2ccc([N+](=O)[O-])cc2)cc1 (stereo not given)	0.6%	23%	5%	2.4%	19%	1.1%	1.1	16%	/	/
O=S(=O)(c1ccccc1)N1CCN(C(=S)NCCc2ccccc2)CC1	/	11%	8%	0.4%	/	0.0%	/	/	/	/
CCOc1ccc(S(=O)(=O)N2CCN=C2c2ccccc2)c(C)c1C	/	-1%	3%	15%	/	0.1%	/	/	/	/
COc1ccc(/C(O)=C2/C(=O)C(=O)N(Cc3ccco3)C2c2cccs2)cc1 (stereo not given)	-1.1%	7%	4%	0.4%	-17%	0.1%	1	-16%	/	/
COc1ccccc1-c1cc(C(F)(F)F)nc(N2CCCCC2)n1	-1.0%	-5%	-4%	0.1%	11%	0.6%	1.1	12%	-0.67	806
O=C1c2ccccc2C(=O)N1CCc1nc2ccccc2c(=O)n1CCCn1ccnc1	-0.7%	-4%	-4%	1.2%	-2%	0.1%	1	-4%	0.83	1148
Cc1nc2ccc(NC(=O)C(F)(F)F)cc2o1	-0.5%	15%	-5%	-0.4%	3%	0.0%	1.1	3%	0	1934
Cc1oc(-c2ccccc2F)nc1CS(=O)(=O)CC(=O)NCCCN1CCc2ccccc2C1	/	21%	3%	0.9%	12%	-0.7%	1.1	7%	-0.91	1465
CC(=O)Nc1ccc(Cl)c(-c2nc3ncccc3o2)c1	/	25%	0%	2.4%	/	0.9%	/	/	/	/
CCOCCN1CCN(c2c(C)c(C)nc3cc(-c4cc(OC)cc(OC)c4)nn23)CC1	0.2%	10%	-1%	-0.4%	8%	0.3%	1.1	17%	/	/
Cc1cccc(N(Cc2cc3ccc(C)cc3[nH]c2=O)S(=O)(=O)c2ccccc2)c1	/	-1%	-5%	?	/	-0.4%	/	/	/	/
O=C1c2cccc3cccc(c23)C(=O)N1Nc1ccccc1	-0.1%	/	/	-0.6%	17%	-0.5%	1.1	14%	0.14	1376
COc1ccc(/C=C2/N=C3CCCCCN3C2=O)cc1	-0.8%	4%	-4%	-0.8%	-13%	-0.2%	1	-9%	0.84	1212
CCCCNc1nc(CC)c2c(c1C#N)CCCC2	-1.4%	10%	-4%	0.4%	-6%	-0.1%	1	-11%	-0.17	791
O=C1CC(NC23CC4CC(CC(C4)C2)C3)C(=O)N1c1ccc2c(c1)OCO2 (stereo not given)	-1.6%	5%	7%	-0.9%	7%	-0.1%	1.1	9%	0.19	1309
CC1=C(C(=O)OC(C)C)[C@@H](c2ccc(C)o2)NC(=O)N1	2.2%	8%	9%	1.4%	-5%	-0.3%	1.1	-9%	0.24	1468
CCCCCC(=O)N=Nc1c(O)[nH]c2ccc([N+](=O)[O-])cc12	0.6%	24%	-6%	17%	-14%	-0.8%	1.2	3%	0.52	1284
Cc1c(C(=O)N2CCCCC2)c(S(=O)(=O)N2CCc3ccccc32)c(C)n1C	/	6%	-7%	0.6%	/	-0.5%	/	/	/	/
CC1(C)Cc2c(sc3nc4n(c(=N)c23)CCC4)CO1	-3.2%	3%	-4%	-0.2%	5%	-0.3%	1.2	-1%	0.35	1029
O=C(CSc1nnc(NC(=O)c2ccccc2Cl)s1)NC1CC1	/	-1%	-4%	0.2%	/	0.7%	/	/	/	/
COC(=O)/C(=C(/F)SCC(C)=O)C(F)(F)F	-3.3%	-8%	0%	1.1%	9%	-0.2%	1.1	18%	/	/
CCNc1ccc(N=Nc2c(C)n(C)n(-c3ccccc3)c2=O)cc1	/	7.9µM*	-5%	1.6%	40%	0.1%	0.9	16%	0.97	968
COc1ccc(-c2ccc(C#N)c(SCC(=O)Nc3sc4c(c3C#N)CCC4)n2)cc1	-1.1%	1%	-6%	1.1%	-6%	-0.2%	1	0%	0.93	1401
COc1ccccc1CCC(=O)NNC(=O)c1ccccc1	/	21%	1%	1.4%	/	0.2%	/	/	/	/
O=C(NCCNS(=O)(=O)c1ccc(C(F)(F)F)cc1)N1CCOCC1	/	6%	-6%	2.5%	/	1.2%	/	/	0.03	1129
Cc1cc(NC(=O)/C=C/C(=O)N(c2ccccc2C)C(C(=O)NC2CCCC2)c2ccc(F)cc2)no1 (stereo not given)	4.4%	4%	3%	?	33%	/	1.1	21%	-0.11	1496
CCOc1cc(NC(=O)C2CCCCC2)c(OCC)cc1NC(=O)c1ccco1	10%	17%	-1%	3.3%	10%	1.0%	1.1	0%	0.17	1431
O=C(NC(=S)Nc1ccccc1N1CCCCC1)c1ccco1	9.2%	3%	1%	8.2%	13%	-0.3%	1.1	20%	-0.57	1547
Cc1ccc(CSc2ccc(-c3ccco3)nn2)cc1	-2.6%	17%	-5%	2.1%	4%	-0.4%	1.1	3%	-0.3	1552
COCCOC(=O)C1=C(C)NC(SCC(=O)NC(C)(C)C)=C(C#N)C1c1ccco1 (stereo not given)	-0.9%	8%	2%	/	-4%	0.1%	1	-4%	-0.79	1104
Nn1c(SCC(=O)Nc2cc(C(F)(F)F)ccc2Cl)nncc1=O	/	11%	1%	-0.1%	/	0.8%	/	/	/	/
Cc1ccc(-n2ncc3c(=O)n(CC(=O)N4CCCc5ccccc54)cnc32)cc1C	-1.7%	-3%	2%	/	1%	0.3%	1.1	5%	/	/
CCC(C)NC(=O)C(Cc1ccccc1)NS(=O)(=O)c1ccc2c(c1)oc(=O)n2C (stereo not given)	/	5%	-2%	0.4%	/	0.2%	/	/	/	/
C=CCNS(=O)(=O)c1ccc2nsnc2c1	/	-1%	-4%	0.6%	-2%	0.0%	1.1	2%	-0.05	1329
Cc1nn(-c2cccc(Cl)c2)c2nc(C(F)(F)F)[nH]c(=O)c12	-1.4%	-9%	0%	12%	1%	-1.1%	1	5%	0.67	1339
COc1ccc(CC(=O)Nc2ccc(C(=O)NC(C)(C)C)cc2)cc1OC	-0.7%	12%	-1%	0.1%	1%	-0.4%	1	0%	0.36	1467

Screening results (PubChem)
